# IDH1 R132H inh: inhibitors of human IDH1 R132H. O75874. IDH1 R132H reductase, diaphorase/resazurin fluorescence, 60 min. inhibition, % at 10 µM. 70,000 tested, 0.18% active. AID 624101; in the data active = inhibition above about 34%; inconclusive = no clear call, values can overlap the other calls; inactive = below about 11%;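 also: 0% = DMSO and 100% = no enzyme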
# Target sequence (O75874 whole entry R132H): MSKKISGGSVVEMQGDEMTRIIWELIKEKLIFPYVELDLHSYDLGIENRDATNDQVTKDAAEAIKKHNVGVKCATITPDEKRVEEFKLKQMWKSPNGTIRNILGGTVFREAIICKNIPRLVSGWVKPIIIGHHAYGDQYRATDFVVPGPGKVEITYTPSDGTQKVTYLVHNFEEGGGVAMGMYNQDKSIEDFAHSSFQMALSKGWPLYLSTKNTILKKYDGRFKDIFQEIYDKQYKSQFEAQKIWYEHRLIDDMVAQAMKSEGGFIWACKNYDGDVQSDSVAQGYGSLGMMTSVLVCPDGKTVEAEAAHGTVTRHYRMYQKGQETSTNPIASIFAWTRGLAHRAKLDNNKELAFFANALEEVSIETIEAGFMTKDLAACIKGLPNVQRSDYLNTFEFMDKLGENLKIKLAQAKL
# EZH2 inh: EZH2 (human) methyltransferase inhibition. Q15910. PRC2 H3K27 methylation, DELFIA TRF, 1 h. inhibition, % at 12.5 µM. 57,000 tested, 0.35% active. AID 651548;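 active = mean inhibition of replicates at least 50% and every single replicate also reaching 50%; inconclusive = mean inhibition at least 50% but some replicate falls below 50%; inactive = mean inhibition under 50%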;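 also: dimethyl H3K27 on biotinylated H3 21-44 peptide detected by antibody; plate controls were median neutral control wells for no effect and median positive control wells for full effect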
# * marks the source's active call; other numbers are inactive results; ? = inconclusive; nt = not tested or not shown. Some of the compounds tested. The share of hits here may be higher or lower than overall.
SMILES,IDH1 R132H inh,EZH2 inh
COCC(=O)N1C[C@@H](C)[C@H](OC)CN(C)C(=O)c2ccc(NC(=O)NC(C)C)cc2OC[C@@H]1C,-0.1,-7
C[C@@H]1CCCCO[C@H](CN(C)C(=O)C2CCCCC2)[C@@H](C)CN([C@@H](C)CO)C(=O)c2cc(NC(=O)Nc3ccc(F)cc3)ccc2O1,-0.4,nt
C[C@H]1CN([C@@H](C)CO)S(=O)(=O)c2ccc(C#CC(C)(C)O)cc2O[C@H]1CN(C)C(=O)C1CC1,0.2,-3
C[C@H]1CN([C@@H](C)CO)S(=O)(=O)c2ccc(C#CC3CC3)cc2O[C@H]1CN(C)C(=O)c1ccncc1,-0.1,-10
COCC(=O)N1C[C@@H](C)[C@H](OC)CN(C)C(=O)c2ccc(NC(=O)Nc3cccc(F)c3)cc2OC[C@H]1C,0.1,6
COc1cccc(C(=O)Nc2cccc(OC(C)C(=O)c3cccc(Cl)c3)c2)c1 (centres undefined),-0.3,26
COc1ccc(NC(=O)c2c(-c3ccccc3)csc2NC(=O)CN2CCOCC2)cc1,0.4,-8
C[C@@H]1CN([C@H](C)CO)C(=O)c2ccccc2-c2ccccc2CO[C@@H]1CN(C)Cc1cccc(O)c1,-1.2,-4
CC(C)Oc1ccccc1NC(=O)CSc1nnc(-c2ccccc2Cl)o1,-0.3,nt
C[C@H]1CN([C@@H](C)CO)C(=O)c2cc(C3=CCCC3)cnc2O[C@@H]1CN(C)Cc1ccccn1,0.0,-16
C[C@@H]1CN([C@@H](C)CO)C(=O)c2cccc(NS(=O)(=O)c3ccc(Cl)cc3)c2O[C@@H]1CN(C)C,-0.9,nt
C[C@@H]1CN([C@H](C)CO)C(=O)c2cc(Br)cnc2O[C@@H]1CN(C)C(=O)c1ccccc1F,-1.3,-7
O=C(Cc1cccc2ccccc12)Nc1ccc(O)cc1C(=O)O,-1.4,4
C[C@H](CO)N1C[C@H](C)[C@H](CN(C)S(=O)(=O)c2ccccc2)Oc2ncccc2C1=O,12,18
CO/N=C(\C(=O)N[C@@H]1C(=O)N2C(C(=O)O)=C(COC(N)=O)CS[C@H]12)c1ccco1,-0.2,0
C[C@@H]1CCCCO[C@@H](CN(C)C(=O)c2ccccc2)[C@@H](C)CN([C@H](C)CO)C(=O)c2cc(NS(=O)(=O)c3cn(C)cn3)ccc2O1,3.6,nt
O=C(Sc1ccc(Oc2ccc(SC(=O)c3ccco3)cc2)cc1)c1ccco1,-0.6,-14
C[C@H]1CN([C@@H](C)CO)C(=O)Cc2cc(NC(=O)Cc3cn(C)c4ccccc34)ccc2O[C@H]1CN(C)CC1CCCCC1,0.5,nt
COc1ccc(-c2noc(CCC(=O)Nc3ccc(C)c(C)c3)n2)cc1,-0.3,28
C[C@H](CO)N1C[C@H](C)[C@H](CN(C)C(=O)NC2CCCCC2)Oc2c(NC(=O)c3nc4ccccc4s3)cccc2C1=O,-1.5,nt
COc1ccc(-c2ccc3c(c2)O[C@H](CN(C)C(=O)c2ccccc2F)[C@H](C)CN([C@H](C)CO)S3(=O)=O)cc1,?,nt
COc1cc(O)c(C(=O)c2c(C)cc(O)cc2OC)c(O)c1,-0.1,nt
COc1ccc(-n2c(SCC(=O)Nc3ccc(C)c(Cl)c3)nnc2-c2ccncc2)cc1,0.2,-12
COc1ccc(C(=O)CSc2nnc(-c3ccccc3)n2-c2ccc(Cl)cc2)cc1,-0.8,25
COc1ccc(CN(C)C[C@H]2Oc3c(NC(=O)Nc4c(C)noc4C)cccc3C(=O)N([C@H](C)CO)C[C@H]2C)cc1,2.0,5
# Next structures:
SMILES,IDH1 R132H inh,EZH2 inh
COc1ccc(NC(=O)Nc2ccc3c(c2)CC(=O)N([C@H](C)CO)C[C@@H](C)[C@@H](CN(C)C(=O)Nc2ccc(C(F)(F)F)cc2)O3)cc1,-8.7,nt
O=C(O)c1ccc(Cl)c(S(=O)(=O)N2CCCC2C(=O)O)c1 (centres undefined),0.4,4
CO[C@@H]1CN(C)C(=O)c2cc(NC(C)=O)ccc2OC[C@H](C)N(C(=O)C2CC2)C[C@H]1C,0.2,-1
COCC(=O)Nc1ccc2c(c1)[C@@H]1C[C@H](CC(=O)NCCc3ccccc3)O[C@@H](CO)[C@@H]1O2,-0.7,-26
O=C(Nc1ccc(C(F)(F)F)cc1)N[C@@H]1CC[C@@H](CCn2cc(C3(O)CCCC3)nn2)O[C@H]1CO,-0.3,-10
COC(=O)c1sc2nc(-c3ccccc3)nc(Nc3nc(C)cc(C)n3)c2c1C,0.2,3
COc1ccc(S(=O)(=O)N(C)C[C@@H]2Oc3c(cccc3N(C)C)C(=O)N([C@H](C)CO)C[C@@H]2C)cc1,nt,4
COc1ccc(NC(=O)Nc2cccc3c2O[C@@H](CN(C)S(=O)(=O)c2ccc(F)cc2)[C@H](C)CN([C@H](C)CO)C3=O)cc1,1.9,nt
C[C@@H]1CCCCO[C@@H](CN(C)C(=O)C2CCCCC2)[C@@H](C)CN([C@H](C)CO)C(=O)c2cc(NC(=O)CCCCCC(=O)Nc3ccccc3N)ccc2O1,nt,-20
CC(C)CC#Cc1ccc2c(c1)O[C@@H](CN(C)C(=O)C1CCC1)[C@H](C)CN([C@H](C)CO)S2(=O)=O,nt,-5
O=C(Nc1ccc(C(F)(F)F)cc1)N[C@@H]1CC[C@H](CCNC(=O)c2ccccc2F)O[C@H]1CO,0.1,12
C[C@@H]1CN([C@@H](C)CO)S(=O)(=O)c2ccc(C#CC3CC3)cc2O[C@H]1CN(C)Cc1cncnc1,-2.5,-3
C[C@H]1CN([C@@H](C)CO)C(=O)Cc2cc(NC(=O)Nc3ccc4c(c3)OCO4)ccc2O[C@H]1CN(C)S(=O)(=O)c1cccs1,0.1,nt
COC(=O)c1ccccc1NC(=O)CNC(=O)c1ccc(C(C)(C)C)cc1,-0.1,-7
C[C@H]1CN([C@@H](C)CO)C(=O)c2cccc(NC(=O)c3cnccn3)c2O[C@H]1CN(C)C(=O)NC1CCCCC1,-0.4,-1
CC(=O)c1cccc(N(CC(=O)N(C)C)S(C)(=O)=O)c1,-0.1,-4
C/C=C/c1cnc2c(c1)C(=O)N([C@H](C)CO)C[C@H](C)[C@@H](CN(C)C(=O)C1CCCCC1)O2,-1.8,nt
COCC(=O)N[C@H]1C=C[C@@H](CC(=O)NCc2ccc(Cl)cc2)O[C@H]1CO,0.4,0
C[C@@H]1CCCCO[C@@H](CN(C)Cc2ccccc2)[C@@H](C)CN([C@@H](C)CO)C(=O)c2cc(NC(=O)Nc3ccc4c(c3)OCO4)ccc2O1,-0.9,nt
C[C@H]1CN([C@@H](C)CO)S(=O)(=O)c2ccc(-c3cncnc3)cc2O[C@H]1CN(C)Cc1ccccn1,0.2,nt
O=C(CCCCCCC(=O)Nc1ccccc1O)N/N=C/c1ccc(N2CCCC2)cc1,nt,11
O=C(C[C@@H]1C[C@H]2c3cc(NC(=O)c4ccc5c(c4)OCO5)ccc3O[C@H]2[C@H](CO)O1)NCc1cccnc1,-0.9,10
O=C(COc1ccc(Cl)cc1Br)Nc1ccccc1C(=O)NC1CCCCC1,0.5,3
C[C@H](CO)N1C[C@H](C)[C@@H](CN(C)C(=O)Nc2ccc(F)cc2)Oc2ccc(NC(=O)CCC(F)(F)F)cc2CC1=O,0.4,-7
C[C@@H]1CN([C@@H](C)CO)C(=O)c2c(c3ccccc3n2C)-c2ccccc2CO[C@H]1CN(C)C(=O)CCC(F)(F)F,nt,-8

# Exported field by field: entries from further up.
CC(C)CC#Cc1ccc2c(c1)O[C@@H](CN(C)C(=O)C1CCC1)[C@H](C)CN([C@H](C)CO)S2(=O)=O
  IDH1 R132H inh: nt	EZH2 inh: -5

O=C(COc1ccc(Cl)cc1Br)Nc1ccccc1C(=O)NC1CCCCC1
  IDH1 R132H inh: 0.5	EZH2 inh: 3

# Some of the entries so far, with bars between the fields:
Molecule | IDH1 R132H inh | EZH2 inh
O=C(O)c1ccc(Cl)c(S(=O)(=O)N2CCCC2C(=O)O)c1 (centres undefined) | 0.4 | 4
C[C@@H]1CCCCO[C@@H](CN(C)C(=O)C2CCCCC2)[C@@H](C)CN([C@H](C)CO)C(=O)c2cc(NC(=O)CCCCCC(=O)Nc3ccccc3N)ccc2O1 | nt | -20
CC(=O)c1cccc(N(CC(=O)N(C)C)S(C)(=O)=O)c1 | -0.1 | -4
C/C=C/c1cnc2c(c1)C(=O)N([C@H](C)CO)C[C@H](C)[C@@H](CN(C)C(=O)C1CCCCC1)O2 | -1.8 | nt
C[C@H]1CN([C@@H](C)CO)S(=O)(=O)c2ccc(-c3cncnc3)cc2O[C@H]1CN(C)Cc1ccccn1 | 0.2 | nt
C[C@H]1CN([C@@H](C)CO)C(=O)Cc2cc(NC(=O)Nc3ccc4c(c3)OCO4)ccc2O[C@H]1CN(C)S(=O)(=O)c1cccs1 | 0.1 | nt

# Next results follow:
SMILES,IDH1 R132H inh,EZH2 inh
CO[C@@H]1CN(C)C(=O)c2cc(NC(=O)c3ccc4c(c3)OCO4)ccc2OC[C@H](C)N(CC2CC2)C[C@H]1C,0.2,-3
COc1ccc(NC(=O)Nc2ccc3c(c2)C(=O)N([C@@H](C)CO)C[C@@H](C)[C@H](CN(C)C(=O)NC(C)C)O3)cc1,0.4,-1
COc1ccc(NC(=O)N(C)C[C@H]2Oc3ccc(NS(=O)(=O)c4ccc(OC)cc4)cc3CC(=O)N([C@H](C)CO)C[C@@H]2C)cc1,-19,nt
Cc1noc(C)c1S(=O)(=O)N(C)C[C@H]1Oc2ccc(NS(=O)(=O)c3cn(C)cn3)cc2C(=O)N([C@@H](C)CO)C[C@H]1C,8.6,nt
Cc1ccc(S(=O)(=O)Nc2ccc3c(c2)CC(=O)N([C@H](C)CO)C[C@@H](C)[C@@H](CN(C)C(=O)NC(C)C)O3)cc1,nt,-3
CC(C)CC#Cc1cnc2c(c1)C(=O)N([C@H](C)CO)C[C@@H](C)[C@H](CN(C)C(=O)Cc1cccnc1)O2,5.5,4
O=C(O)c1ccc(NC(=O)C2CC=CCC2C(=O)O)cc1 (centres undefined),0.0,1
C[C@@H]1CN([C@@H](C)CO)C(=O)c2cc(Br)cnc2O[C@@H]1CN(C)S(=O)(=O)c1ccc(F)cc1,0.2,nt
C[C@@H]1CN([C@H](C)CO)C(=O)c2cc(C#Cc3cccnc3)cnc2O[C@@H]1CN(C)Cc1ccccc1,0.2,-8
C[C@H]1CN([C@@H](C)CO)C(=O)c2cc(-c3ccc(F)cc3)cnc2O[C@@H]1CN(C)Cc1cccnc1,3.5,-6
Cc1ccc(-c2cc(C(=O)NCCCN3CCOCC3)c3cc(Br)ccc3n2)cc1,0.0,nt
CC(=O)N(C)C[C@@H]1Oc2ncc(C3=CCCC3)cc2C(=O)N([C@@H](C)CO)C[C@H]1C,-2.2,1
COc1cc(Cl)c(C)cc1NC(=O)Cc1ccccc1[N+](=O)[O-],-0.4,5
O=C(NS(=O)(=O)c1ccc(NC(=O)C2CCCO2)cc1)c1ccccc1 (centres undefined),1.1,3
C[C@@H]1CN([C@H](C)CO)C(=O)c2cccc(NC(=O)NC3CCCCC3)c2O[C@H]1CN(C)Cc1ccncc1,5.4,-10
CO[C@H]1CN(C)C(=O)c2ccc(NS(C)(=O)=O)cc2OC[C@@H](C)N(CC2CCOCC2)C[C@@H]1C,-0.1,-4
Cc1ccc(S(=O)(=O)Nc2ccc3c(c2)C(=O)N([C@H](C)CO)C[C@@H](C)[C@@H](CN(C)S(=O)(=O)c2cccs2)O3)cc1,-0.3,nt
C[C@@H]1CN([C@H](C)CO)C(=O)c2cccc(NC(=O)Nc3ccccc3)c2O[C@H]1CN(C)CC1CC1,nt,-3
O=C(NCc1ccccn1)C1CC(c2ccc(Cl)c(Cl)c2)=NO1 (centres undefined),0.2,nt
C[C@@H]1CN([C@@H](C)CO)C(=O)c2cc(N(C)C)ccc2O[C@@H]1CN(C)Cc1ccc(C(=O)Nc2ccccc2N)cc1,nt,-3
C[C@H]1CN([C@@H](C)CO)S(=O)(=O)c2ccc(/C=C/c3ccccc3)cc2O[C@@H]1CN(C)Cc1cccnc1,0.5,-10
Cc1nc(C)n(CC(O)COc2ccc3ccccc3c2)n1 (centres undefined),-0.2,-3
COc1cccc(S(=O)(=O)N[C@@H]2CC[C@@H](CCNC(=O)Cc3ccncc3)O[C@@H]2CO)c1,-0.3,-8
COc1ccc(C#Cc2cnc3c(c2)C(=O)N([C@H](C)CO)C[C@@H](C)[C@@H](CN(C)C(=O)CC2CC2)O3)cc1,1.3,-5
CCCC(O)C#Cc1cnc2c(c1)C(=O)N([C@H](C)CO)C[C@H](C)[C@H](CN(C)Cc1ccccc1)O2 (some centres undefined),0.6,nt
# Continued.
SMILES,IDH1 R132H inh,EZH2 inh
C=C(C(=O)O[C@@H]1O[C@H](CO)[C@@H](O)[C@H](O)[C@H]1O)[C@@H]1CC[C@@]2(C)C[C@H](O)C[C@@](C)(O)C2C1 (some centres undefined),0.2,64*
O=C(C[C@@H]1C=C[C@H](NC(=O)c2cccnc2)[C@H](CO)O1)NCCN1CCCCC1,0.0,4
CCCC#Cc1cnc2c(c1)C(=O)N([C@H](C)CO)C[C@@H](C)[C@H](CN(C)C(=O)C1CC1)O2,-1.3,-10
C[C@@H]1CN([C@H](C)CO)C(=O)Cc2cc(NC(=O)NC3CCCCC3)ccc2O[C@H]1CN(C)Cc1ccc(C(=O)O)cc1,1.8,-5
O=C(N/N=C/c1cccnc1Br)c1ccccn1,0.0,15
C[C@H]1CN([C@@H](C)CO)C(=O)CCCn2cc(nn2)CO[C@H]1CN(C)Cc1ccc(C(F)(F)F)cc1,4.3,0
CO[C@H]1CN(C)C(=O)c2ccc(NC(=O)c3cccc(F)c3)cc2OC[C@H](C)N(CC2CC2)C[C@@H]1C,0.3,-13
Cc1ccc(CCN=c2c([N+](=O)[O-])nn(-c3ccc4c(c3)OCCO4)n2O)cc1,1.5,-6
